Screens from PubChem.
TIM10 inh = inhibits growth of TIM10 yeast strain. inhibition, % at 10 µM. S. cerevisiae TIM10 strain growth, BacTiter-Glo luminescence, 24 h. actives 1.4% (n = 330,000);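 active means inhibition of 40% or more at the single tested concentration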;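 further: wild-type TIM10 isogenic control strain grown at permissive 25 °C; 0% = DMSO yeast wells and 100% = minimal medium wells without yeast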
MIN6 prolif = inducers of beta-cell replication in MIN6 cells. AID 2380. proliferation, % at 10 µM. actives 0.29% (n = 330,000). MIN6 cells proliferation, ATPlite luminescence, 48 h; cells starved in 0.2% serum; 100% = growth in 10% serum;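 active means compounds whose signal lies at least 3.5 SD above the mean of all wells on their plate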;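 further: 0% = DMSO-treated cells in low-serum medium and 100% = 10% serum control; some compounds called inactive have numbers as strong as hits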
hIAP block = blocks human intestinal alkaline phosphatase; purified IAP, CDP-Star luminescence, 30 min; inhibition, % at 10 µM; actives 0.12% (n = 330,000); AID 2544;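 active means inhibition reaching a set limit with compound at 10 µM in the primary screen, cut at about 35% in these data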;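 further: plate controls were DMSO wells with enzyme for no effect and no-enzyme buffer wells for full effect; values of inactives mirror those of a sister screen read the other way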
Target sequence (P09923 whole entry, looked up): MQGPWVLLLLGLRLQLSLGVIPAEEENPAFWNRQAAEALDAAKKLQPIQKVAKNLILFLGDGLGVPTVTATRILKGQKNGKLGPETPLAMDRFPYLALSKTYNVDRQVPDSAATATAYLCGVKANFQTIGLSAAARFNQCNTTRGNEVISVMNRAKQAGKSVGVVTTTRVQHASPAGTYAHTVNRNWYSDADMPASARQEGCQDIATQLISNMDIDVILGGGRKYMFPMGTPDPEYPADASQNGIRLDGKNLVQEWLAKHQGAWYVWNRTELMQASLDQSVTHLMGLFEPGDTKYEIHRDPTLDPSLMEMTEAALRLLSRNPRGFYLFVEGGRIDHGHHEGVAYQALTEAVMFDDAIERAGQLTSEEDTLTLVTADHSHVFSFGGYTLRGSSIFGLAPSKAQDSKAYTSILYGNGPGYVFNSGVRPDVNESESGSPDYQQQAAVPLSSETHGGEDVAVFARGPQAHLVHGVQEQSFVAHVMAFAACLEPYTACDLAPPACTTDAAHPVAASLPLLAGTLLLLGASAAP
A3G deaminase = APOBEC3G (human) deaminase inhibition | inhibition, % at 20 µM | Q9HC16 | recombinant A3G, ssDNA deamination FAM/TAMRA fluorescence | actives 0.28% (n = 330,000);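 active means inhibition of at least 40% at 20 µM, with no more than 30% in the related APOBEC3A deaminase screen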;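 further: plate controls were DMSO wells with A3G for no effect and wells lacking A3G enzyme for full effect; some compounds called inactive have numbers as strong as hits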
Target sequence (Q9HC16 whole entry, looked up): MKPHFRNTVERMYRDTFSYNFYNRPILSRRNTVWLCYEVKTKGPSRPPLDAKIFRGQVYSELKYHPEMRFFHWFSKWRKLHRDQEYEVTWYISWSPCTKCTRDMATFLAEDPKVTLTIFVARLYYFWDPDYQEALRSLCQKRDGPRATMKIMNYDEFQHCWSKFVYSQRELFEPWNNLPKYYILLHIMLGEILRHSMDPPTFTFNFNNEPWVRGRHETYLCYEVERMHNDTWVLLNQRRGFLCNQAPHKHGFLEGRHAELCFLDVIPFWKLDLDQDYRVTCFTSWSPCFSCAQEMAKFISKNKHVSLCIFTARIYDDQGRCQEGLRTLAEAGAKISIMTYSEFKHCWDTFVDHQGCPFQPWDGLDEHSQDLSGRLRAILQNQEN
mIAP inh = mouse IAP inhibition; purified mouse IAP, CDP-Star luminescence, 30 min; actives 0.2% (n = 330,000); inhibition, % at 10 µM; AID 2806;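 active means inhibition of at least 40% at 10 µM in the primary screen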;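 further: plate controls were DMSO with enzyme for no effect and no enzyme wells for full effect; values of inactives mirror those of a sister screen read the other way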
tim10-1 inh = growth inhibitors of tim10-1 mutant yeast; S. cerevisiae tim10-1 ts strain growth, BacTiter-Glo, 24 h; inhibition, % at 20 µM; actives 2.2% (n = 330,000);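 active means inhibition of at least 40%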;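 further: mutant grown at 25 °C; 0% = DMSO wells with yeast and 100% = wells holding no yeast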
NLRP3 yeast inh = blocks the NALP3 inflammasome reconstituted in yeast | Yeast reconstituted NLRP3/ASC/caspase-1, beta-gal luminescence, 24 h | inhibition, % at 10 µM | actives 0.39% (n = 330,000);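 active means inhibition of 50% or more; inactive means inhibition below 50%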;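 further: plate controls were induced DMSO wells for no effect and uninduced yeast grown without galactose for full effect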
APOBEC3A inh = inhibitors of human APOBEC3A DNA deaminase | actives 0.41% (n = 330,000) | recombinant A3A, FAM/TAMRA ssDNA deamination fluorescence | AID 493011 | inhibition, % at 20 µM | P31941;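 active means at least 40% inhibition at 20 µM here, with at most 30% in a related deaminase screen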;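 further: plate controls were A3A with DMSO for no effect and wells lacking A3A enzyme for full effect; some results filed as inactive read as strong as hits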
Target sequence (P31941 whole entry, looked up): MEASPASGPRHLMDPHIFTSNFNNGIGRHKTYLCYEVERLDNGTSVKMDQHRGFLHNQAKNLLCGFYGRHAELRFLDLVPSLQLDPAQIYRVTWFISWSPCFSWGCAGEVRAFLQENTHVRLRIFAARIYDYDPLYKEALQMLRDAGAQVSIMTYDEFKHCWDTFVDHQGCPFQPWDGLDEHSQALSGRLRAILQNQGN
mIAP act = increases mouse intestinal alkaline phosphatase activity; muIAP, CDP-Star luminescence, 30 min; stronger effect = higher value; 1 = vehicle-only enzyme signal, 0 = enzyme-free wells; activation factor at 10 µM; actives 0.24% (n = 330,000); AID 2805;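 active means activation factor of at least 2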; further: the source names both 10 and 20 µM as test concentration; values of inactives mirror those of a sister screen read the other way
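Assay system: mouse IAP enzyme; Reagent: CDP-Star chemiluminescent phosphatase substrate; Compound: DMSO-dissolved test compounds; Incubation: 30 min, room temperature; Technique: luminescence from enzymatic CDP-Star hydrolysis; Controls: DMSO-only wells and no-enzyme negative control.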
An asterisk follows results filed as active.

entry	Structure	TIM10 inh	MIN6 prolif	hIAP block	A3G deaminase	mIAP inh	tim10-1 inh	NLRP3 yeast inh	APOBEC3A inh	mIAP act
1	Cc1cc(C)c(C(=O)CSc2nc3ccccc3c(=O)[nH]2)cc1C	-6.2	-2.2	-5.1	-1.4	-5.6	21.1	8.1	-1.7	1.06
2	CCOc1ccc(CC(=O)N/N=C(\C)c2cccnc2)cc1	-8.2	-0.8	18.3	-1.5	-3.4	-5.6	11.2	3.5	1.03
3	COc1ccccc1/C=C\C(=O)NCC(=O)N/N=C(\C)Cc1ccccc1	-5.5	-0.6	11.1	-2.7	4.6	-3.8	20.5	-2.3	0.954
4	CC(=O)Nc1ccccc1OCCOc1ccc(Br)cc1	-20.5	-1.5	-17.4	-0.3	10.3	20.8	1.3	8.0	0.897
5	CC1CCCCC12NC(=O)N(CC(=O)Nc1ccc(Cl)c(S(=O)(=O)N3CCOCC3)c1)C2=O (stereo not given)	-1.2	-1.4	9.2	-12.8	6.0	10.6	14.6	-2.2	0.94
6	Cc1cc(NC(=O)CCC(=O)N(c2cccc(F)c2)C(C(=O)NC2CCCC2)c2ccncc2)no1 (stereo not given)	15.3	-2.0	19.0	-3.9	-1.2	6.9	-10.2	-5.5	1.01
7	COC(=O)Nc1ccc(S(=O)(=O)N2CCC(C(=O)NC3CCCCC3)CC2)cc1	-17.5	-2.5	-1.6	-16.2	-14.8	-7.3	4.2	-8.0	1.15
8	Cc1ccc(NC(=O)C2(c3ccccc3)CCOCC2)c([N+](=O)[O-])c1	15.0	-1.5	-5.0	-6.4	4.8	13.3	-0.2	-4.5	0.952
9	CCCCN(C)CCNC(=O)c1c[nH]c2ccc(S(=O)(=O)N(CC)CC)cc2c1=O	-7.6	0.8	13.3	-5.1	7.9	2.6	9.9	2.0	0.921
10	CCOc1ccc2nc(SCC(=O)Nc3ccc(S(=O)(=O)N4CCCC4)cc3)c(C)cc2c1	-4.9	-2.2	6.5	-2.6	4.1	-0.8	1.8	2.7	0.959
11	COc1ccc(NC(=O)N2CCCc3cccc(C)c32)cc1	9.5	-1.8	-14.6	-10.6	-9.5	16.6	-13.0	-4.2	1.09
12	C[C@@H](NC(=O)Cn1ccc(N)nc1=O)c1cccc2ccccc12	2.0	2.8	-0.7	-10.8	-12.4	3.3	-4.5	-1.4	1.12
13	O=C1CCC(=O)N1CC1CC2CCC1C2 (stereo not given)	-14.4	-1.9	4.6	-2.3	-6.0	14.6	6.8	-0.1	1.06
14	Cc1cccc(-c2nnc3sc(-c4ccccc4)nn23)c1	-8.8	1.9	0.3	-3.7	11.5	-8.6	5.5	-2.3	0.885
15	COC(C[C@H]1O[C@@H]1[C@H](O)[C@H](C)OCc1ccccc1)OC	-1.4	-1.4	3.3	-5.3	-0.4	-0.6	0.5	-2.3	1

Whole records as entered above. Order of values: TIM10 inh, MIN6 prolif, hIAP block, A3G deaminase, mIAP inh, tim10-1 inh, NLRP3 yeast inh, APOBEC3A inh, mIAP act
`Cc1cc(C)c(C(=O)CSc2nc3ccccc3c(=O)[nH]2)cc1C` is entered as -6.2, -2.2, -5.1, -1.4, -5.6, 21.1, 8.1, -1.7, 1.06
`CC1CCCCC12NC(=O)N(CC(=O)Nc1ccc(Cl)c(S(=O)(=O)N3CCOCC3)c1)C2=O` (stereo not given) is entered as -1.2, -1.4, 9.2, -12.8, 6.0, 10.6, 14.6, -2.2, 0.94

The list continues.
entry	Structure	TIM10 inh	MIN6 prolif	hIAP block	A3G deaminase	mIAP inh	tim10-1 inh	NLRP3 yeast inh	APOBEC3A inh	mIAP act
16	C/C(=C\C(=O)c1ccc(Cl)cc1Cl)N(C)C	11.4	-0.7	12.0	-8.6	-17.9	12.7	-6.5	1.0	1.18
17	O=C(/C=C/c1ccco1)NCCCN1CCN(CCCNC(=O)/C=C/c2ccco2)CC1	-7.2	-1.5	-1.9	-1.7	1.7	-15.4	19.7	-0.7	0.983
18	COCCn1cnc2c1c(=O)n(CC(=O)OCC#N)c(=O)n2Cc1ccccc1	-5.7	-3.3	2.0	-1.9	2.5	8.7	11.7	2.2	0.975
19	O=C(c1ccc(Cl)c(S(=O)(=O)N2CCOCC2)c1)N1CCN(c2ccccc2)CC1	10.2	3.2	25.1	-6.6	9.6	14.9	2.9	-4.5	0.904
20	C=CCSc1nnc(NC(=O)CSc2nc3ccccc3[nH]2)s1	-6.8	-2.3	15.6	-5.3	24.9	0.5	15.2	3.1	0.751
21	COc1ccc(/C(C)=N/NC(=O)CCC(=O)Nc2ccc(Cl)cc2Cl)c(OC)c1	3.3	0.0	-0.9	-3.2	1.0	13.9	17.8	1.5	0.99
22	C=CCNC(=O)COC(=O)c1cc(S(=O)(=O)N2CCCCC2)ccc1Cl	14.2	-1.6	5.3	-5.3	-0.5	5.8	3.4	-2.2	1
23	CCOc1ccc(NS(=O)(=O)c2ccc(NC(=O)c3ccccn3)cc2)cc1	3.5	-2.3	5.0	-2.8	-7.5	1.3	22.4	-0.1	1.07
24	Cc1cc(=O)[nH]c2ccc(S(=O)(=O)N3CCOCC3)cc12	0.7	1.0	-5.0	-1.0	1.7	-8.6	15.0	1.3	0.983
25	CCCC1(c2ccccc2)NC(=O)N(CCN2C(=O)c3ccccc3C2=O)C1=O (stereo not given)	12.0	-2.6	5.1	-2.7	-0.3	9.0	6.5	-3.3	1
26	CCOc1cccc(/C=N/NC(=O)CC2C(=O)NN=C2C)c1O (stereo not given)	-2.6	-1.3	-60.3	0.4	19.1	20.5	12.5	0.3	0.809
27	CN1CCN(c2ccc([N+](=O)[O-])c(Sc3nc4ccccc4[nH]3)c2)CC1	0.4	-2.2	4.6	-2.4	12.7	16.8	15.1	2.1	0.873
28	CC(=O)N(c1ccc(C)cc1)S(=O)(=O)c1ccc(Cl)cc1	19.4	-1.0	-8.3	-6.8	0.9	24.9	3.0	0.9	0.991
29	COc1ccccc1OCC#CCn1ccnc1	1.1	-0.4	-2.3	-4.7	13.4	9.0	4.8	0.4	0.866
30	Cc1ccc(-c2nc(C#N)c(NCCc3ccccn3)o2)cc1	-4.3	-2.2	-2.5	-5.8	2.2	-30.6	15.5	0.6	0.978
31	c1ccc(CCc2nn3c(C4COc5ccccc5O4)nnc3s2)cc1 (stereo not given)	11.7	-3.8	1.1	48.2*	18.8	34.2	-24.0	1.7	0.812
32	CN1CCc2c(n(CC(O)CN(CCO)CCO)c3ccccc23)C1=O (stereo not given)	-4.1	1.5	-2.2	-1.0	-3.5	0.1	12.8	1.8	1.03
33	Brc1ccc(C2=CC(c3cccs3)n3ncnc3N2)cc1 (stereo not given)	36.2	-4.2	6.1	-74.5	17.6	50.0*	22.6	-39.1	0.824
34	CCOc1cc(C(c2c(C)[nH][nH]c2=O)c2c(C)[nH][nH]c2=O)cc(Cl)c1O	-19.9	0.7	-0.7	-2.3	6.1	-13.4	-4.1	0.6	0.939
35	COc1ccc(CN2C(=O)COc3ccccc32)cc1	7.7	-5.0	5.0	18.4	2.7	7.5	26.2	-4.1	0.973
36	S=C1NCN(C2CCCCC2)CN1c1ccccc1	13.1	-1.3	8.7	-2.8	6.4	3.3	20.5	-2.3	0.936
37	Cn1c(SCC(=O)N2CCCc3ccccc32)nnc1-c1ccco1	-5.3	1.4	-11.7	-1.5	-4.9	6.5	5.9	7.3	1.05
38	CC(C)n1c(NCc2nc3ccccc3n2C)nc2ccccc21	-6.8	-3.2	5.5	-5.7	-27.6	0.9	4.9	-3.8	1.28
39	CN1CCCCCC1C(=O)N1CCC(N2CCC(C(=O)N3CCOCC3)CC2)CC1 (stereo not given)	-0.6	1.2	-3.0	-1.5	-8.1	-9.5	8.0	5.0	1.08
40	CCCC(C)NC(=O)CN(Cc1ccco1)S(=O)(=O)c1ccccc1 (stereo not given)	16.1	-7.7	-20.6	3.2	-14.5	21.8	2.4	-2.2	1.15
41	COCCCn1c(SCc2nnc(-c3ccc(OC)c(OC)c3)o2)nnc1-c1ccncc1	3.9	-2.5	-2.5	-5.7	6.4	-1.4	9.2	-1.1	0.936
42	COc1ccc([C@@H]2[C@@H](C(=O)C(C)(C)C)N3N=Cc4ccccc4[C@@H]3C23C(=O)OC(C)(C)OC3=O)cc1OC	0.6	2.0	4.7	4.2	2.0	17.0	-22.7	2.8	0.98
43	COC(=O)c1ccc(C(=O)N2CCCC(N3CCN(c4ccccc4)CC3)C2)nc1 (stereo not given)	-4.0	0.0	-19.1	3.9	-2.1	-5.3	6.6	1.9	1.02
44	NS(=O)(=O)c1ccc(CCNC(=O)CNC(=O)C2CCCCC2)cc1	-8.8	-2.0	20.8	-7.2	1.4	-20.5	18.1	-5.6	0.986
45	O=C(NC1CCCCCC1)C1CCCN(c2ncccn2)C1 (stereo not given)	-9.5	-0.6	1.1	6.4	-10.9	15.7	-4.6	1.5	1.11
46	Cc1noc(C)c1COc1ccccc1C(=O)N1CCN(S(=O)(=O)c2cccc([N+](=O)[O-])c2)CC1	-0.4	-5.7	0.6	-7.8	-0.1	-3.1	7.5	-3.9	1
47	CCC(=O)N=c1ccn(C2=Nc3ccccc3NC2=C(C#N)C#N)cc1	-7.8	-3.6	8.9	-1.8	4.0	-10.7	3.4	6.5	0.96
48	COc1ccc(/C=C/C(=O)Nc2ccccc2F)cc1S(=O)(=O)N1CCOCC1	6.4	1.1	-9.5	-3.0	-2.2	-6.2	16.0	-2.1	1.02
49	Cc1ccc2nc(Nc3ccc(C)c(C)c3)c3nncn3c2c1	5.7	-4.4	-3.9	-6.9	-2.0	38.7	18.4	-1.7	1.02
50	OC(CNCCCCNCC(O)C(F)(F)F)C(F)(F)F (stereo not given)	8.1	-0.8	10.3	-8.3	-5.2	8.8	11.8	-3.6	1.05
51	O=C(Nc1cccs1)NC1CCCC1	11.7	2.2	12.8	7.3	10.0	21.3	27.8	0.6	0.9
52	COC(=O)c1nc(NC(=S)NC(=O)c2cccs2)sc1C	15.4	-3.6	5.0	5.4	12.5	16.3	40.8	0.8	0.875
53	COc1cccc(OC)c1C(=O)N1CCN(S(=O)(=O)c2ccc(C)cc2)CC1	-16.0	-3.8	-12.8	-1.2	-4.1	5.1	3.7	0.1	1.04
54	Cc1nn(-c2ccccc2)c(C)c1/C=C/C(=O)OC(C)C(=O)Nc1ncc(Cl)cc1Cl (stereo not given)	20.9	-0.7	-6.8	-7.2	2.9	31.4	17.3	-3.1	0.971
55	CCOCCCNC(=S)N1CCC(NC(=O)C23CC4CC(CC(C4)C2)C3)CC1	3.7	0.0	-10.9	3.1	5.5	5.4	22.7	4.6	0.945
56	Cc1ccsc1C(=O)NNC(=S)NC1CCCCC1	15.9	0.9	-126.7	-4.3	3.1	25.3	1.2	-1.0	0.969
57	c1ccc2nc(N3CCN(Cc4ccc5c(c4)OCO5)CC3)cnc2c1	8.6	0.5	12.0	-5.5	13.7	23.5	34.0	-4.4	0.863
58	CC(NC(=O)Cc1c(F)cccc1Cl)C1CCCO1 (stereo not given)	-4.8	-3.1	0.3	7.8	4.5	-4.4	-7.2	8.9	0.955
59	Cc1ccccc1NC(=O)Cn1cnc2c(oc3ccccc32)c1=O	17.4	-1.4	-3.2	1.3	-3.8	-9.9	0.2	1.6	1.04
60	FC(F)(F)c1cccc(NC(=S)NCC2COc3ccccc3O2)c1 (stereo not given)	48.2*	-6.1	-13.4	-5.3	-257.5	65.6*	0.6	-1.9	3.58*
61	COC(=O)c1ccccc1NC(=O)Cn1c(-c2nonc2N)nc2ccccc21	-13.2	-2.0	7.5	1.6	-1.1	25.4	13.8	9.9	1.01
62	O=c1oc2cc([N+](=O)[O-])ccc2nc1/C=C(O)/C=C/c1ccccc1	23.0	-3.6	-0.5	-2.4	69.4*	14.9	7.0	-1.5	0.306

An unsorted share of the library; any-hit rate near 4.6%.
